Source: PubChem BioAssay
AGP1 TOR yeast = modulators of AGP1-GFP expression in yeast TOR pathway, primary screen, cell-based, multiplex flow cytometry, S. cerevisiae, MLPCN library; AID 2066, 2009; GFP response vs DMSO, % at 10 µM; 3 h; GFP as percent of DMSO wells; hit rate 0.02% among 320,000;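 active = GFP response relative to DMSO above a set limit, near screen average plus 3 SD, cut at about 150% in these data; inconclusive = fewer than 70 cells counted for the yeast strain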;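 note: median GFP channel fluorescence of the gated AGP1 strain per well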
JMJD2C inh = inhibitors of GASC-1 histone demethylase, primary screen, biochemical, fluorescence, DELFIA europium; Lysine-specific demethylase 4C (Homo sapiens), Q9H3R0; GST-JMJD2C(1-420) H3K9me3 demethylation; inhibition, % at 2.35 µM; hit rate 0.069% among 330,000; AID 2099, 2009;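 active = more than half of a compound's replicate wells show inhibition beyond 50%, single wells judged on their own value; inconclusive = some, but no more than half, of replicates pass 50% inhibition; inactive = no replicate passes 50% inhibition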;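 note: signal counts dimethyl H3K9 product captured on neutravidin plate; 0% = median of DMSO wells and 100% = 0.3 times that DMSO median; strong numbers were not always called active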
MEP2-GFP yeast = modulators of MEP2-GFP levels in yeast, primary screen, S. cerevisiae, multiplex flow cytometry, MLPCN library; S. cerevisiae MEP2-GFP strain, 3 h; 100% = DMSO control level; GFP response vs DMSO, % at 10 µM; hit rate 0.51% among 330,000; AID 2016, 2009;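 active = GFP response versus DMSO above a set limit, roughly screen mean plus 3 SD, cut at about 180% in these data; inconclusive = fewer than 70 cells counted for a yeast strain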;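 note: median GFP fluorescence of the barcode-gated MEP2-GFP cells per well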
LAP4-GFP MLPCN = modulators of LAP4-GFP expression in yeast, primary screen, S. cerevisiae, multiplex flow cytometry, MLPCN library; 3 h; median GFP as percent of DMSO wells; GFP response vs DMSO, % at 10 µM; hit rate 0.34% among 320,000; AID 2023, 2009;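 active = GFP response vs DMSO above a set limit, about the screen mean plus 3 SD, cut at about 150% in these data; inconclusive = under 70 cell events counted for the yeast strain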
GRK2 aptamer HTS = compounds blocking aptamer binding on GRK2 – biochemical, human GRK2, bead flow cytometry, HTS, primary screen; inhibition of aptamer binding, % at 10 µM; AID 488847, 2010; FAM-aptamer displacement from GRK2; Beta-adrenergic receptor kinase 1 (Homo sapiens), P25098; hit rate 0.59% among 330,000;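 active = inhibition of aptamer binding above 40%, roughly 3 SD of noise, on plates passing a quality check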;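 note: median bead fluorescence of bound FAM aptamer so fluorescent compounds give negative values; no value below 0 was filed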
VLA-4 inh = inhibition in human VLA-4 binding assay, primary screen, VLA-4 allosteric modulator project, MLPCN library, flow cytometry, VLA-4 expressing cells. ligand binding flow cytometry. hit rate 0.2% among 330,000. inhibition, % (about 7 µM as worked out from the volumes in the protocol). Integrin alpha-4 (Homo sapiens), P13612; in the data active = inhibition above about 50%
Target sequence (P13612 whole entry, looked up): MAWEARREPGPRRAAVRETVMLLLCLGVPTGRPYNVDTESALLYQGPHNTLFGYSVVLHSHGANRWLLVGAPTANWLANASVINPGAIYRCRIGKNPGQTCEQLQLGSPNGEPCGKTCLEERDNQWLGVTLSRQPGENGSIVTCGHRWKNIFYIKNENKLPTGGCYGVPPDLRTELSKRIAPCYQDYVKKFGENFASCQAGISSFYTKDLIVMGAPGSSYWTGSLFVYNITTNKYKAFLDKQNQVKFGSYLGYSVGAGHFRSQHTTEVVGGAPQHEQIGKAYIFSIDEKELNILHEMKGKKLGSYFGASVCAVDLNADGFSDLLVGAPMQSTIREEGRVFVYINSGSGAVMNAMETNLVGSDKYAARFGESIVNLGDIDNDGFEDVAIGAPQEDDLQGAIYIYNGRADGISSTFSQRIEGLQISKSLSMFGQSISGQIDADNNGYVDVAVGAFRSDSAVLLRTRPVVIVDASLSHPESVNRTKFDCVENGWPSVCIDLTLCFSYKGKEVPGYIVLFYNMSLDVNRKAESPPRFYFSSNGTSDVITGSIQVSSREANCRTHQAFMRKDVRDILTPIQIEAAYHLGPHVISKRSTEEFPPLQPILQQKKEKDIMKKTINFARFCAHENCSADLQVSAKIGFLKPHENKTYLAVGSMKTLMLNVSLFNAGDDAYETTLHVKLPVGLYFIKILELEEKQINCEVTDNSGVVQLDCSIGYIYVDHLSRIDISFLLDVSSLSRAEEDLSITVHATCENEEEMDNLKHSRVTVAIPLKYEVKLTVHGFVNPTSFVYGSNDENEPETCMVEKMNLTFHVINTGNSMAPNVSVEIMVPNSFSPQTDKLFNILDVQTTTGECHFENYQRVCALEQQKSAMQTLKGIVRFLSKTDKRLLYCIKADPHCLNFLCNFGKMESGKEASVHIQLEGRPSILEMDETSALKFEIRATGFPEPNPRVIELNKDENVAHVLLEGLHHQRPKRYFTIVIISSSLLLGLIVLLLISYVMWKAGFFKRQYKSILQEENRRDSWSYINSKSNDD
RPL19A-GFP yeast = RPL19A-GFP expression modulators in yeast, primary screen, cell-based, S. cerevisiae, multiplex flow cytometry, MLPCN; S. cerevisiae RPL19A-GFP strain, 3 h; hits give low values; percent response vs DMSO, % at 10 µM; hit rate 0.3% among 330,000;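 active = percent response vs DMSO below 50%; inconclusive = fewer than 70 events counted for the yeast strain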;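 note: median channel GFP fluorescence of the barcoded RPL19A-GFP strain; ratio of sample median GFP to plate DMSO average so 100% = DMSO; lower means less RPL19A-GFP as with rapamycin TOR inhibition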
CIT2-GFP yeast = modulators of CIT2-GFP expression in yeast, primary screen, S. cerevisiae, GFP fusion, multiplex flow cytometry, MLPCN library. S. cerevisiae CIT2-GFP strain, 3 h; 100 means same as DMSO wells. GFP response vs DMSO, % at 10 µM. hit rate 0.065% among 320,000. AID 2029, 2009;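 active = GFP response relative to DMSO above a set limit, near the screen mean plus 3 SD, cut at about 150% in these data; inconclusive = Fewer than 70 cells measured for a yeast strain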;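 note: ratio of well median GFP fluorescence to mean of DMSO wells on the plate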
The depositor's hits bear a star; ? = inconclusive; / = not tested or not shown; [ ] = remark or other dose.

entry	Structure	RPL19A-GFP yeast	MEP2-GFP yeast	JMJD2C inh	CIT2-GFP yeast	AGP1 TOR yeast	VLA-4 inh	GRK2 aptamer HTS	LAP4-GFP MLPCN
1	CCCCNC(=O)CN(CCc1ccccc1)S(C)(=O)=O	/	100.8	-2.6	113.6	101.5	0.4	0.0	97.4
2	Cc1cccc(CNS(=O)(=O)c2csc(C(N)=O)c2)c1	98.5	102.4	17.4	104.8	101.3	-1.4	0.0	99.4
3	CC(=O)NC(N1CCCCC1)C(F)(F)C(F)(F)C(F)(F)C(F)F (stereo not drawn)	100.8	97.6	46.2	105.0	103.7	-1.8	0.0	98.2
4	Cc1ccc(NC(=O)C2CCN(S(=O)(=O)c3ccc4c(c3)NC(=O)C(C)S4)CC2)cc1Cl (stereo not drawn)	105.4	111.9	-9.3	102.9	93.3	-4.3	0.0	87.2
5	CN1CCN(C(=O)C2C3C=CC(C3)C2C(=O)O)CC1 (stereo not drawn)	90.3	92.1	-3.9	95.5	84.6	5.0	2.0	87.9
6	CSCCC(NC(=O)c1ccco1)C(=O)N(C)CC(=O)Nc1c(Cl)cccc1Cl (stereo not drawn)	96.0	102.6	-6.3	95.2	103.8	-16.8	0.0	106.0
7	Cc1ccc(S(=O)(=O)N2CCC(C(=O)N3CCC3)CC2)cc1	98.9	96.1	-11.0	94.5	101.3	-4.6	2.0	94.5
8	CCC(=O)Nc1nc(N)n(-c2ccccc2)n1	100.1	101.5	3.5	105.4	107.4	9.4	7.0	97.6
9	Clc1ccc(Cn2cnc3ccccc32)cc1	98.2	94.4	4.3	87.9	94.2	10.4	2.0	97.7
10	COc1ccc(-c2nn(CC(=O)Nc3ccc(Cl)c(Cl)c3)c(=O)c3ccccc23)cc1	99.8	107.3	-0.2	107.5	110.6	-0.7	1.0	103.6
11	CCOC(=O)c1sc2nc(CSc3nc4ccccc4n3CC)[nH]c(=O)c2c1C	107.1	98.9	1.6	113.5	108.5	0.2	0.0	105.0
12	O=C(Nc1ccc(Oc2cccnc2)nc1)c1ccc(C(F)(F)F)cc1	100.7	108.8	1.0	98.7	100.8	7.5	1.0	105.7
13	O=c1[nH][nH]c(C(F)(F)F)c1C=NCc1ccc(Cl)cc1	97.7	118.8	0.0	91.4	95.8	-0.3	0.0	100.5
14	CSc1nnc(C2CCN(CC(=O)Nc3ccccc3N3CCOCC3)CC2)n1C(C)C	99.2	99.0	-0.5	97.3	101.4	4.1	4.0	95.4
15	COc1ccc(C(c2c(C)n(C)n(-c3ccccc3)c2=O)c2c(C)n(C)n(-c3ccccc3)c2=O)cc1	101.4	103.2	6.7	112.5	102.2	-1.1	4.0	94.8
16	CC(=O)Nc1ccccc1OCC(=O)NCC(F)(F)F	98.9	105.1	8.1	93.0	99.5	-22.7	0.0	110.0
17	Cc1ccc(C(=O)N2CCN(c3ccccn3)CC2)cc1[N+](=O)[O-]	97.4	106.7	0.7	113.6	101.1	-3.6	1.0	101.8
18	Cn1cc(CCNC(=O)CC2C(=O)NCCN2Cc2cccc(Oc3ccccc3)c2)cn1 (stereo not drawn)	102.5	101.5	-1.3	99.2	96.7	10.6	0.0	92.5
19	CC(C)CN(C(=O)COC(=O)C12CC3CC(CC(O)(C3)C1)C2)C1CCS(=O)(=O)C1 (stereo not drawn)	96.3	96.3	-12.5	/	99.7	11.2	1.0	88.9
20	COc1cc(NC(=O)COc2ccccc2[N+](=O)[O-])ccc1NC(=O)c1ccco1	105.1	98.1	5.7	106.8	108.6	2.6	0.0	84.9
21	O=C1N=C(N2CCOCC2)S/C1=C\C=C/c1ccccc1	105.6	106.7	-0.6	102.7	106.2	-9.8	1.0	113.8
22	CN(CC(=O)Nc1ccc(N2CCOCC2)cc1)C(=O)c1cc(F)c(F)cc1Cl	88.3	89.4	1.4	81.5	89.1	25.4	1.0	91.0
23	COc1ccc2c(c1)[nH]c1c(=O)n(CCN3CCCC3)cnc12	100.6	104.3	-0.9	100.3	99.2	6.2	0.0	98.0
24	COc1cc(C)c(S(=O)(=O)NC2CC(C)(C)NC(C)(C)C2)cc1C	58.9[may fluoresce violet]	422.1*[may fluoresce violet]	2.2	?	20.3[may fluoresce violet]	4.0	1.0	102.0[may fluoresce violet]
25	COc1ccc(-c2cc(C(=O)N/N=C(\C)c3cccnc3)c3ccccc3n2)c(OC)c1	100.2	93.7	7.4	97.4	93.8	-12.4	3.0	86.9
26	O=C(Cc1coc(-c2ccc(F)cc2)n1)Nc1ccccc1	99.6	103.1	3.2	102.7	96.9	4.0	0.0	115.7
27	Cc1cccc(S(=O)Cc2ccc(C(=O)N3CCOCC3)o2)c1 (stereo not drawn)	103.4	111.1	5.9	105.0	101.9	6.9	0.0	106.5
28	CNc1nc(-c2ccc(S(=O)(=O)N3CCCCC3)cc2)cs1	106.7	115.7	-18.9	102.2	107.6	0.0	0.0	107.4
29	Cc1ccc2[nH]c(C)c(CC(=O)NCc3ccccc3)c2c1	105.9	103.3	-9.4	94.7	96.0	3.5	0.0	92.6
30	CCN(Cc1ccccc1)C(=O)CCNS(=O)(=O)c1cc(Br)cnc1N	97.2	102.3	1.7	95.5	101.4	-0.3	0.0	98.0
31	Cc1cnc(C(=O)OCC(=O)NC2CCCCCCC2)cn1	107.9	110.8	-0.3	109.3	109.2	-4.1	0.0	101.3
32	CCCCNC(=O)C(C#N)c1nc2ccccc2nc1N1CCN(c2ccccc2F)CC1 (stereo not drawn)	96.9	96.1	5.5	91.2	96.6	-4.5	0.0	102.3
33	CC(C)(C)OC(=O)C[C@@H]1C/C=C\C[C@@H](CC(=O)N[C@@H](CO)Cc2ccccc2)C(=O)NCCOC1=O	91.4	94.9	-1.9	92.7	99.2	-7.8	0.0	84.9
34	Cn1c2ccccc2c2nnc(SCC(=O)Nc3cccc(C(=O)O)c3)nc21	103.2	110.3	-30.6	94.9	91.9	4.4	0.0	94.4
35	CC(NCc1cc(Br)ccc1OCC(N)=O)C12CC3CC(CC(C3)C1)C2 (stereo not drawn)	97.7	88.6	-47.8	106.5	96.5	-5.2	0.0	95.5
36	COc1ccc(Cc2nnc(NC(=O)c3ccccc3F)s2)cc1OC	103.4	107.3	-11.0	104.7	103.4	5.3	2.0	100.3
37	O=C(NCc1ccccc1)C1Nc2ccc(OC(F)(F)F)cc2C2C=CCC12 (stereo not drawn)	95.9	90.0	13.1	70.4	77.1	2.3	0.0	104.5
38	Cn1ncc(N=Cc2ccccc2[N+](=O)[O-])c1C(N)=O	90.4	90.2	3.0	80.1	85.8	0.5	0.0	90.8
39	COc1ccc(C(=O)C(C)Oc2cccc(NC(=O)c3cccc([N+](=O)[O-])c3)c2)cc1 (stereo not drawn)	101.0	94.8	4.1	85.0	97.4	-15.0	0.0	97.2
40	Cc1cc(C)cc(NC(=O)CSc2nnc(-c3ccccc3Br)o2)c1	101.4	104.8	10.2	107.9	107.0	4.7	0.0	105.2
41	O=C(CN1CCN(c2ccc(F)cc2)CC1)c1ccc2c(c1)OCO2	93.1	91.9	/	85.1	93.5	3.1	2.0	97.6
42	Oc1cccc2cnccc12	99.2	96.4	2.0	102.7	99.9	-4.4	3.0	99.3
43	Cc1ccc(C(C)n2cc(C(=O)NCc3cccnc3)nn2)cc1 (stereo not drawn)	96.6	100.6	-4.4	103.0	101.8	-4.2	2.0	91.7
44	CCCCCOc1ccc(N2C(=O)CC(N(O)c3ccccc3)C2=O)cc1 (stereo not drawn)	95.7	99.0	7.3	96.1	99.6	-9.4	2.0	105.0
45	CC(CN1CCC(n2nccc2NC(=O)C2CCCC2)CC1)c1ccccc1 (stereo not drawn)	105.0	101.3	3.6	94.7	90.4	-10.4	0.0	86.5
46	O=C(NCCc1ccccc1)C1CCC(CNc2c(N3CCCCC3)c(=O)c2=O)CC1 (stereo not drawn)	104.0	106.3	-6.4	99.8	101.5	-3.1	4.0	108.7
47	CN(C)C(=O)CN1C(=O)C2CC=C(Cl)CC2C1=O (stereo not drawn)	100.7	95.0	3.4	110.0	103.9	7.5	0.0	96.2
48	COc1cccc(-n2c(=O)c3ccccc3n(CC(=O)NCC3CCCO3)c2=O)c1 (stereo not drawn)	100.3	105.6	-4.7	97.8	102.7	-9.9	4.0	111.8
49	Cc1ccc(S(=O)(=O)N(CC(=O)NCc2ccccc2Cl)C(=O)N2CCN(C)CC2)cc1	91.0	105.4	?	91.5	94.2	0.1	1.0	106.0
50	CC(=O)c1cc(-c2ccc(F)cc2)n(CCC(=O)Nc2cccnc2)c1C	108.4	109.1	-0.6	107.7	101.5	-5.6	3.0	99.0
51	CCCCNc1c(-c2ccc(OC)c(SC(C)CC)c2)nc2ccc(C)cn12 (stereo not drawn)	95.5	101.2	0.5	93.5	99.7	-25.1	2.0	104.0
52	CCOc1ccc(S(=O)(=O)N2CCN(Cc3ccc4c(c3)OCO4)CC2)cc1C	103.7	105.9	4.2	106.7	98.0	6.0	0.0	94.0
53	COc1ccc(CN(C)C(=O)c2ccc3ccccc3n2)cc1F	102.9	120.9	-17.6	98.9	91.5	2.7	0.0	116.0
54	Cc1ccc(S(=O)(=O)N2CCCCC2)cc1C(=O)N1CCCC1	102.6	114.0	0.4	/	90.8	-2.6	3.0	78.6
55	Cn1c(SCC(=O)Nc2ccc3c(c2)OCCO3)nnc1-c1ccco1	88.6	89.0	8.8	90.8	/	4.1	1.0	90.6
56	O=C(NCc1ccco1)c1ccc2c(c1)N(Cc1ccccc1)CCS2	90.7	82.9	0.9	82.9	89.2	2.1	3.0	84.5
57	O=C(NCCO)C(c1ccccc1)c1ccccc1	96.9	99.3	-4.9	98.8	97.9	-6.2	0.0	99.2
58	NC(Cc1ccc(OC(F)F)cc1)C(=O)O (stereo not drawn)	98.8	101.3	0.7	93.8	97.9	-0.8	0.0	94.9
59	Cc1cccc(C(=O)OCC(=O)c2ccc3c(c2)NC(=O)CO3)c1	95.8	101.4	3.2	87.1	97.1	1.4	2.0	116.8
60	CCNC(=O)NC(=O)CSc1nc2ccccc2n1CCOC	99.3	99.2	-1.3	99.3	102.3	4.3	1.0	96.2
61	S=c1nc(-c2ccccc2)n(CCN2CCOCC2)c2c1CCCC2	95.7	92.3	2.5	96.5	91.1	-13.1	0.0	89.5
62	CCOC(=O)N1CCN(C(=O)C2CCCN(c3ncnc4c3nc3n4CCCCC3)C2)CC1 (stereo not drawn)	98.2	103.4	-2.6	102.1	99.7	-2.7	4.0	106.0
63	CCOc1ccc(C(CC(=O)O)NC(=O)COc2ccc3ccccc3c2)cc1OC (stereo not drawn)	104.8	98.8	13.0	101.3	97.1	9.4	0.0	87.0
